B2AR arrestin = agonists driving beta-arrestin recruitment to human beta2-adrenergic receptor; 330,000 compounds, 0.02% hits; P07550; beta-arrestin recruitment to beta2AR, cell-based reporter; Potency, µM (top dose mostly 46.1 µM), without a hit: at the top dose activation, most hits filed as activators;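 also: potency is read from the fitted curve at half-maximal effect; 0% = DMSO controls and full agonism = EC100 isoproterenol or metaproterenol; nearly all actives have a fitted effect of over 65% in size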
Target sequence (P07550 whole entry, looked up): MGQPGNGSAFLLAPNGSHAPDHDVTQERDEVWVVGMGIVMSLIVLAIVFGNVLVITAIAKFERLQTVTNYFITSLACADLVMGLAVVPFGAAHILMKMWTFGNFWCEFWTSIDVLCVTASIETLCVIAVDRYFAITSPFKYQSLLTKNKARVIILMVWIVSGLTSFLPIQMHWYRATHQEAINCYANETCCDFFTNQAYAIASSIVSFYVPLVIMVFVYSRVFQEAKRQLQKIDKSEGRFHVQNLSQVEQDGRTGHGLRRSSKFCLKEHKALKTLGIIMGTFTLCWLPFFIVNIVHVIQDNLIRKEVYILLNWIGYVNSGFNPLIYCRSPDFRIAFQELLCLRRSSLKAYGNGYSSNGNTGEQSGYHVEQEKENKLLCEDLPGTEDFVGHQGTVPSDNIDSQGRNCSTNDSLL
USP2a inh = inhibitors of human ubiquitin-specific protease USP2a; O75604; USP2 core, Ub-CHOP2 coupled fluorogenic reporter, 485/531; Potency, µM (doses to about 38.3 µM), without a hit: top-dose activity change, negative = inhibition, usual class: inhibitors; 330,000 compounds, 0.01% hits; AID 463254;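 also: potency is read from the fitted curve at half-maximal effect; plate controls were DMSO wells for no effect and full inhibition by NEM control for full effect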
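Cell-free coupled assay: 10nM USP2 core preincubated 30min RT with compound in Tris-HCl pH 8.0/CaCl2/CHAPS buffer, then 25nM Ub-CHOP2 and 25nM reporter substrate; fluorescence (Ex 485/Em 531) read after 60min RT, normalized to NEM inhibition, concentration-response curves fitted.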
p53 reactivation = re-activators of mutant p53 | H1299 p53-A138V BP100-luciferase reporter, luminescence, 24 h | Potency, µM (highest dose often 92.2 µM), inactives show top-dose activity change, positive = activation, hits mostly activators | 320,000 compounds, 0.063% hits | AID 504706; also: potency is read from the fitted curve at half-maximal effect; % of control where 0% means no effect; nearly all actives have a fitted effect of over 45% in size
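p53-null H1299 cells stably carrying temperature-sensitive p53-A138V and a BP100-luciferase reporter were pinned with compounds (4-point, 1:5 series) and held 24 hrs at 37 deg C. Luminescence was read 10 min after detection reagent.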
BRCA1 expr act = BRCA1 expression activation. 380,000 compounds, 1.1% hits. MCF7-BRCA1-FFLuc reporter, luminescence, 48 h; response scale: scaled: vehicle 0%, 10 µM genistein 100%. AID 624202. Potency, µM (top dose mostly 46.1 µM), inactives show at the highest dose activation, actives largely listed as activators; also: potency is read from the fitted curve at half-maximal effect; nearly all actives have a fitted effect of over 80% in size; some results filed as inactive show a strong effect at the top dose
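MCF7-BRCA1-FFLuc cells, 2000/well in phenol-red-free MEM, attached 2 h then treated 48 h at 37 C. Luciferase luminescence read 15 min after reagent; normalized to genistein maximum activation (10microM) and DMSO, concentration-response fitted.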
PTAP TSG101 blk = blocks PTAP/TSG101 interaction to inhibit HIV-1 budding | Q99816 | Fluorescence polarization, FITC-PTAP peptide / Tsg101 binding | Potency, µM (top dose mostly 115 µM), for the others: at the highest dose activity change, negative = inhibition, actives largely listed as inhibitors | 340,000 tested, under 10 active | AID 493005; active = well fitted inhibition curve with a large enough effect in the main read-out, with a control signal flat, not every such curve was filed as active; inconclusive = small, poorly fitted or top-dose-only effect, or effect the other way, or a change in a side signal; inactive = no such curve, though single readings can be large or run the other way; also: potency is read from the fitted curve at half-maximal effect; % of control where 0% means no effect
Target sequence (Q99816 whole entry, looked up): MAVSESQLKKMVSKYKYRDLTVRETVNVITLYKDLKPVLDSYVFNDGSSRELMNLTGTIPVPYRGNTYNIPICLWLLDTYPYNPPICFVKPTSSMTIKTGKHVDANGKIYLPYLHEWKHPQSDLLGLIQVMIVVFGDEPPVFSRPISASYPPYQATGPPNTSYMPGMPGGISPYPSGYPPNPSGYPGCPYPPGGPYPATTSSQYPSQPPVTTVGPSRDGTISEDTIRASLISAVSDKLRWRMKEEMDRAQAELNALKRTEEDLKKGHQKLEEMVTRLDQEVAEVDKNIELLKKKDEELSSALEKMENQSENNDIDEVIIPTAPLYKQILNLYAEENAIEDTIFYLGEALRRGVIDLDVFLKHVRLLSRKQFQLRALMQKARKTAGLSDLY
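Tsg101 binding domain (10 uM final) was mixed with compound and a FITC-labeled PTAP peptide (50 nM final) in HEPES pH 7.5 buffer with NaCl, Tween 20, EDTA and TCEP; fluorescence polarization was read after 20 min at r.t.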
a7 integrin act = activates integrin-mediated alleviation for muscular dystrophy; alpha7betagal myoblasts, beta-gal FDG fluorescence, 48 h; Potency, µM (doses to about 38.3 µM), without a hit: top-dose activation, hits mostly activators; 350,000 compounds, 0.064% hits;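 also: potency is read from the fitted curve at half-maximal effect; 100% = response of the positive control SU9516; nearly all actives have a fitted effect of over 60% in size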
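alpha7betagal+/- myoblasts (passage 13, 250/well) treated 48 h at 37C with compounds at 1:260 dilution of DMSO stock. Lysed, then beta-galactosidase activity read as FDG fluorescence (ex 480/em 540) after 30 min, with pre-read for autofluorescence.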
Eya2 inh = blocks the phosphatase activity of human Eya2 | recombinant Eya2, OMFP fluorescence dephosphorylation (OMFP is methylfluorescein phosphate) | O00167 | 330,000 compounds, 0.006% hits | Potency, µM (titrated, usually from 76.9 µM), inactives show top-dose activity, negative = inhibition, hits mostly inhibitors; also: potency is read from the fitted curve at half-maximal effect; % is scaled to controls: 0 for no effect and ±100 for the full control effect
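Eya2 (0.2 uM) preincubated 10 min at ambient with compound, then OMFP substrate added at 50 uM; 10 min reaction in 50 mM HEPES pH 7.5, 50 mM NaCl, 5 uM MgCl2, 0.05% BSA, 1 mM DTT. Fluorescence read at Ex 485/Em 525 nm.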
TRPV1 ag = activates the human vanilloid receptor TRPV1; TRPV1-expressing cells, Fluo-8 calcium influx, agonist mode; AID 540275; activation, % at 8.33 µM; 320,000 compounds, 0.19% hits; Q8NER1; in the data active = activation above about 80%; inconclusive = between about 30% and that limit; also: 0% is about no effect
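Fluo-8 calcium influx in TRPV1-expressing cells, kinetic read (ex 480/em 520 nm). Compound added and read 3 min for agonist activity, followed by capsaicin at EC20 final and 2 min further read for enhancement.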
ELG1 genotoxic = induces genotoxicity in HEK293T cells with luciferase-tagged ELG1. HEK293T ELG1-luciferase reporter, luminescence, 16 h. Potency, µM (series often up to 46 µM), for the others: at the top dose activity change, positive = activation, most hits filed as activators. 330,000 compounds, 1.3% hits. AID 504466; also: potency is read from the fitted curve at half-maximal effect; % of control where 0% means no effect; nearly all actives have a fitted effect of over 60% in size
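After overnight (16 hr) compound treatment at 37 °C, ELG1-luciferase HEK293T cells were lysed with ONE-Glo; luminescence quantified 30 min later at room temperature.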
S-ASM inh = inhibitors of human secretory acid sphingomyelinase. P17405. placental ASM, HMU-PC fluorogenic substrate, 60 min. Potency, µM (series often up to 57.5 µM), without a hit: at the top dose activity change, negative = inhibition, usual class: inhibitors. 340,000 compounds, 0.006% hits. AID 504937; also: potency is read from the fitted curve at half-maximal effect
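Human placenta-derived ASM preincubated with compound 10 min at room temperature, then reacted with 9 uM (final) fluorogenic HMU-PC substrate for 60 min at 37 C. Stop solution raises pH to 10; fluorescence read at Ex 386/Em 447 nm.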
uPA surface inh = blocks generation of uPA at the cell surface. cell surface uPA generation assay, qHTS. Potency, µM (series often up to 38.3 µM), inactives show at the highest dose activity change, negative = inhibition, usual class: inhibitors. 330,000 compounds, 0.31% hits. AID 540303; active = well fitted inhibition curve with a large enough effect; inconclusive = small, poorly fitted or top-dose-only effect; inactive = no such curve, though single readings can be large or run the other way; tested in mouse RAW 264.7 cells; also: potency is read from the fitted curve at half-maximal effect; % is scaled to controls: 0 for no effect and ±100 for the full control effect; nearly all actives have a fitted effect of over 55% in size
Active calls of the source: *; ? = inconclusive; · = no result given; [ ] = dose if it differs, or a comment. Unless noted, calls follow the shape of the dose curve; as a rule, active = well fitted curve in the direction sought with a large enough effect; inconclusive = small, poorly fitted or top-dose-only effect, or another doubt; inactive = no such curve, though single readings can be large; an effect the other way counts as inactive or inconclusive.

SMILES	B2AR arrestin	USP2a inh	p53 reactivation	BRCA1 expr act	PTAP TSG101 blk	a7 integrin act	Eya2 inh	TRPV1 ag	ELG1 genotoxic	S-ASM inh	uPA surface inh
O=C(Cc1ccccc1)Nc1ccc(NC(=O)c2ccccc2)c(Cl)c1	0.7%	-2%	4%	10%	-3%	24%	14%	17	-1%	-15%	7%
CC(CCc1ccccc1)NC(=O)c1cccnc1 (stereo not given)	-0.3%	2%	-5%	-10%	-5%	19%	-28%	-4	0%	-1%	5%
CCCn1c(SCC(=O)Nc2nnc(C)s2)nnc1C1CC1	0.0%	-1%	-3%	0%	0%	-22%	-12%	0	5%	-1%	0%
Cc1cccc(C)c1NC(=O)CN(C)C(=O)c1cc(S(=O)(=O)N2CCOCC2)ccc1N1CCCC1	0.3%	0%	-1%	-17%	3%	11%	1%	1	1%	1%	13%
Cn1cccc1CNC(=S)Nc1ccccc1Cl	-0.6%	8%	1%	-3%	-1%	6%	0%	20	-1%	7%	2%
COc1cc2cc(C(=O)O)[nH]c2c(OC)c1OC	-0.1%	1%	0%	-3%	-9%	21%	2%	-10	0%	-2%	-1%
Fc1ccc(/C=N/NC(=S)Nc2cccnc2)cc1	?	-5%	-5%	3%	0%	-47%	11%	-3	23µM*	3%	-8%
COc1ccc(C2CC(c3cccs3)=NN2C(=O)c2ccco2)cc1OC (stereo not given)	0.6%	1%	-8%	-22%	0%	-42%	3%	2	0%	-2%	0%
COc1cccc(OC)c1C(=O)Nc1c(C(=O)N2CCN(C)CC2)oc2ccccc12	-0.3%	4%	4%	-5%	-8%	-8%	2%	-3	0%[9.26 µM]	5%	15%
CCC(C)NC(=O)CSc1nnc(-c2c[nH]c3ccccc23)o1 (stereo not given)	0.2%	8%	-1%	-12%	-2%	1%	-4%	-1	0%	-2%	3%
Cc1nc(C(=O)N(C)C)nn1-c1cc(Cl)ccc1Cl	-0.1%	0%	-4%	0%	0%	1%	14%	1	3%	31%	-3%
CCOC(=O)N1CCN(C(=O)C(=O)Nc2sc3c(c2C(N)=O)CC(C)(C)OC3)CC1	-0.1%	0%	3%	4%	-3%	5%	-2%	1	1%	-3%	0%
Cc1ccc(S(=O)(=O)N(CC(=O)Nc2cccnc2)c2cccc([N+](=O)[O-])c2)cc1	-0.1%	3%	-43%[inhibitor]	-62%	-3%	-8%	2%	?	-7%	-3%	11µM*
O=C(Nc1cccc(S(=O)(=O)N2CCOCC2)c1)C1CCN(S(=O)(=O)c2ccccc2)CC1	-0.1%	0%	-5%	-28%	-8%	1%	-5%	2	-3%	-6%	-1%
Cc1nn(-c2ccccc2)c(Cl)c1/C=C1\SC(=S)N(CCCCCC(=O)O)C1=O	-0.8%	-5%	2%	-38%	-10%	0%	-1%	1	-5%	-14%	-64%
COCCNC(=O)C(C)N(c1ccc(OC)cc1)S(C)(=O)=O (stereo not given)	0.0%	-2%	-2%	-1%	-4%	-19%	13%	1	0%	0%	3%
Clc1ccc(-c2cc(C3CCNCC3)[nH]n2)cc1	0.2%	1%	-1%	-34%	-1%	-26%	-3%	0	16%	0%	0%
O=C1C2C(C(=O)N1c1ccc3c(c1)OCO3)C1C=CC2C12CC2 (stereo not given)	0.3%	-1%	1%	10%	-3%	13%	10%	1	0%	1%	-4%
COc1ccc(C/C(C)=N/NC(=S)Nc2ccccc2)cc1	-0.2%	3%	21%	4%	-1%	-22%	1%	-2	12%	2%	15%
COc1ccc(Cl)cc1NC(=O)COC(C)=O	0.0%	1%	-2%	2%	0%	1%	?	1	-4%	4%	-9%
CCCNC(=O)Nc1nc(CC(=O)OCC)cs1	-0.2%	1%	3%	7%	-1%	-5%	-1%	-1	0%	0%	10%
CCC(=O)c1cn(/C(=C\C(=O)OC(C)(C)C)CCC(OC)OC)cc1CC	-1.1%	-3%	11%	16%	-9%	-26%	-36%	?	-4%	0%	6%
COc1ccc(C(=O)NCC(=O)OCC(=O)NC23CC4CC(CC(C4)C2)C3)cc1	0.2%	6%	-3%	-6%	-1%	-12%	-12%	·	4%	-1%	3%
Cc1ccc(-c2nc(C=Nc3ccccc3)c(O)o2)cc1	-0.5%	2%	22%	?	-6%	-19%	-8%	?	?	17%	-22%
CCOC(=O)/C(=N\Nc1ccccc1Cl)N1CC(C)OC(C)C1 (stereo not given)	-0.3%	-6%	0%	-18%	0%	-36%	-1%	18	-4%	-4%	2%

Next section
SMILES	B2AR arrestin	USP2a inh	p53 reactivation	BRCA1 expr act	PTAP TSG101 blk	a7 integrin act	Eya2 inh	TRPV1 ag	ELG1 genotoxic	S-ASM inh	uPA surface inh
COc1ccc(CNC(=O)c2coc(=O)c3ccccc23)c(OC)c1	-0.1%	1%	2%	-34%	-5%	-8%	-8%	0	-6%	4%	0%
COc1ccc(Cl)cc1-c1nc(SCC(=O)NCCN2C(=O)CSC2=O)n[nH]1	0.0%	1%	-7%	-37%	-4%	-1%	-14%	4	3%	2%	-3%
O=C(Nc1ccccc1)C1=C[C@@H](c2coc3ccccc3c2=O)C[C@@H](OCc2ccc(CO)cc2)O1	0.1%	0%	-2%	-16%	3%	8%	-12%	-2	-7%	?	14%
COc1cccc(/C=N/Nc2ccccc2C(=O)O)c1O	0.3%	4%	?	30%	-2%	0%	-6%	-2	4.1µM*	5%	-20%
Cc1csc(NC(=O)CSc2nnc(C)n2Cc2ccco2)n1	-0.1%	0%	-8%	6%	-1%	24%	19%	1	0%	-2%	-5%
CCCNc1ncccc1C(N)=O	0.2%	0%	2%	-29%	-4%	0%	-6%	3	-1%	49%[activator]	0%
O=C(O)COn1c(-c2ccc(Cl)cc2)nc2ccc(Cl)cc21	-0.1%	4%	3%	36%	0%	-12%	5%	-6	?	3%	0%
CCOC(=O)c1c(C)[nH]c(C(=O)OCC(=O)N(C)CC(=O)Nc2ccccc2Cl)c1C	-0.1%	-1%	6%	53%	-4%	-1%	-12%	-2	1%	-3%	5%
O=C(CCCc1ccccc1)NCc1cn2ccsc2n1	0.0%	1%	?	22%	-7%	-17%	-5%	11	12%	3%	-1%
Cc1ccc(C(=O)N2CCCCC2)cc1S(=O)(=O)N1CCOCC1	-0.6%	-2%	-6%	-18%	·	-8%	-4%	-1	7%	1%	5%
O=C(c1cccc(C(F)(F)F)c1)C1CCCN(Cc2cccn2-c2ccccn2)C1 (stereo not given)	-0.6%	1%	-5%	-46%	-4%	-13%	9%	4	-11%	1%	-9%
Cc1ccc(C2=NCCn3nc4cc([N+](=O)[O-])ccc4c32)cc1	0.0%	1%	-1%	-11%	-11%	13%	19%	8	8%	-8%	1%

8 consecutive records out of the list so far:
SMILES	B2AR arrestin	USP2a inh	p53 reactivation	BRCA1 expr act	PTAP TSG101 blk	a7 integrin act	Eya2 inh	TRPV1 ag	ELG1 genotoxic	S-ASM inh	uPA surface inh
Cc1csc(NC(=O)CSc2nnc(C)n2Cc2ccco2)n1	-0.1%	0%	-8%	6%	-1%	24%	19%	1	0%	-2%	-5%
CCCNc1ncccc1C(N)=O	0.2%	0%	2%	-29%	-4%	0%	-6%	3	-1%	49%[activator]	0%
O=C(O)COn1c(-c2ccc(Cl)cc2)nc2ccc(Cl)cc21	-0.1%	4%	3%	36%	0%	-12%	5%	-6	?	3%	0%
CCOC(=O)c1c(C)[nH]c(C(=O)OCC(=O)N(C)CC(=O)Nc2ccccc2Cl)c1C	-0.1%	-1%	6%	53%	-4%	-1%	-12%	-2	1%	-3%	5%
O=C(CCCc1ccccc1)NCc1cn2ccsc2n1	0.0%	1%	?	22%	-7%	-17%	-5%	11	12%	3%	-1%
Cc1ccc(C(=O)N2CCCCC2)cc1S(=O)(=O)N1CCOCC1	-0.6%	-2%	-6%	-18%	·	-8%	-4%	-1	7%	1%	5%
O=C(c1cccc(C(F)(F)F)c1)C1CCCN(Cc2cccn2-c2ccccn2)C1 (stereo not given)	-0.6%	1%	-5%	-46%	-4%	-13%	9%	4	-11%	1%	-9%
Cc1ccc(C2=NCCn3nc4cc([N+](=O)[O-])ccc4c32)cc1	0.0%	1%	-1%	-11%	-11%	13%	19%	8	8%	-8%	1%

Screens from PubChem.
